Assay outcomes deposited in PubChem BioAssay by National Center for Advancing Translational Sciences (NCATS).
aSyn yeast rescue – qHTS of alpha-syn Inhibitors: NCGC Sytravon Library Screen. S. cerevisiae alpha-synuclein toxicity rescue, BacTiter-Glo growth, 24 h. Potency, µM (series often up to 46.1 µM), for the others: top-dose growth rescue (activation), usual class: activators. hit rate 0.02% among 94,000; active means well fitted activation curve with a large enough effect; further: 0% is about no effect
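Growth restoration measured by BacTiter-Glo luminescence after 24 hr at 30 deg C; alpha-synuclein yeast, raffinose-pregrown to mid-log, were added at OD600=0.02 in galactose medium onto pinned compounds.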
* hit, by the source's call. Potency means the concentration at half of the fitted maximal effect. The list is partial (hit frequency here may not be typical).

Start of the data: the first 2 compounds, to show the layout:
SMILES	aSyn yeast rescue
Cc1ccc(N2CC3=C(C2=O)C(c2ccc(Br)cc2)NC(=O)N3C)cc1 (configuration not stated)	-4.1%
Cc1ccc(NC(=O)CSc2nc3c(oc4ccccc43)c(=O)n2-c2ccc(F)cc2)c(C)c1	9.9%

Main list, previewed entries included:
SMILES	aSyn yeast rescue
Cc1ccc(N2CC3=C(C2=O)C(c2ccc(Br)cc2)NC(=O)N3C)cc1 (configuration not stated)	-4.1%
Cc1ccc(NC(=O)CSc2nc3c(oc4ccccc43)c(=O)n2-c2ccc(F)cc2)c(C)c1	9.9%
Cc1nn(C)c(C)c1S(=O)(=O)N(CC(=O)NCCc1ccccc1)c1ccc(C(C)C)cc1	-6.5%
CCOC(=O)c1ccc(N2CSC3=C(C#N)C(c4ccc(OC)cc4OC)CC(=O)N3C2)cc1 (configuration not stated)	-1.5%
CC(C)OCCCNC(=O)CN1C(=O)CSc2ccc(S(=O)(=O)N3CCCCC3)cc21	-12.5%
O=[N+]([O-])c1cc(-c2nc(-c3ccccn3)no2)ccc1NCc1ccccc1	1.5%
Cc1cn([C@H]2C[C@H](O)[C@@H](CNCc3ccccc3)O2)c(=O)[nH]c1=O	2.5%
C=CCN1C(=O)N(c2ccc(F)cc2)C(=O)C1CC(=O)Nc1ccc(Cl)cc1 (configuration not stated)	5.3%
COCc1cc(=O)[nH]c(SCCS(=O)(=O)c2ccc(Cl)cc2Cl)n1	-4.3%
CCc1cccc(NC(=O)CCNS(=O)(=O)c2ccc3c(c2)CCN3C(C)=O)c1	3.8%
Cc1c(Cl)cccc1-n1ncc(C(=O)Nc2ccc(Br)cc2F)c1C1CCNCC1	7.9%
COc1ccc(CNC(=O)/C=C/c2ccc(S(=O)(=O)N3CCOCC3)cc2)cc1	-2.5%
Cc1ccc(OCCSc2nc3ccccc3n2CC(=O)N2CCCCC2)cc1C	7.3%
Cc1nc2c(C)cccc2cc1C(=O)N/N=C/c1ccc(C(=O)O)cc1	0.7%
O=S(=O)(NCc1ccc2c(c1)OCO2)c1c(F)cc(F)cc1Br	10.0%
O=C1CCCN2N=C(SCC(=O)Nc3cccc(F)c3)SC2=N1	5.1%
COc1cccc(NC(=O)CN(C)C(=O)c2cc3c(s2)CCC(C)C3)c1 (configuration not stated)	-5.1%
N#C/C(=C(/O)Cc1ccccc1)P(=O)(c1ccccc1)c1ccccc1	4.3%
O=C(CSc1nc2ncccc2o1)Nc1ccc(Cl)cc1F	3.9%
Cc1ccc(SC2=C(C(=O)O)CCCC2)cc1	17.3%
Cc1ccc(S(=O)(=O)C(CNC(=O)c2ccc(F)c(F)c2)c2ccco2)cc1 (configuration not stated)	-0.4%
O=C(Cn1c(SCc2ccccc2F)nc2cccnc21)Nc1ccc(F)c(Cl)c1	13.1%
CCCn1c(=N)c(C(=O)NCc2cccnc2)cc2c(=O)n3cccc(C)c3nc21	7.3%
Fc1ccc(-c2nc3c(-c4ccccc4)cnn3cc2CCN2CCOCC2)cc1	-4.5%
C(=N\Nc1nc(N2CCCC2)nc(N2CCCC2)n1)/c1ccncc1	0.0%
O=C(Nc1ccc(Cl)c(C(F)(F)F)c1)c1nc2ccccc2nc1N1CCCCC1	-4.0%
CCOCCc1nn2c(=O)cc(COC(=O)C(CC)c3ccccc3)nc2s1 (configuration not stated)	14.5%
Cc1ccccc1NC(=O)Cc1nnc(SCC(=O)NC2CCCC2)n1C	9.8%
Cc1nc2ccn(Cc3ccccc3)c(=O)c2cc1C(=O)NCc1ccccc1F	9.7%
COc1ccccc1CNC(=O)CCC(=O)N1CC(C)Sc2ccccc21 (configuration not stated)	-1.5%
O=C(CS(=O)(=O)Cc1ccccc1)Nc1nnc(C(F)(F)F)s1	-1.5%
CCN(CC(=O)Nc1ccc(NC(C)=O)cc1)C(=O)c1ccc(Sc2nncn2C)c([N+](=O)[O-])c1	4.4%
CCC(Cn1nnc2ccccc2c1=O)NC(=O)Nc1cc(OC)cc(OC)c1 (configuration not stated)	-1.0%
CCOC(=O)Cc1csc(NC(=O)CSc2nc(=O)[nH]c3c2CCCC3)n1	4.1%
COC(=O)N/N=C/c1ccc(-c2ccc(Cl)cc2Cl)o1	6.0%
O=C(NC1CCS(=O)(=O)C1)/C(=C\c1ccc(F)cc1)NC(=O)c1ccccc1 (configuration not stated)	3.3%
COc1ccc(/C=C(/NC(=O)/C=C/c2ccccc2)C(=O)NCCCCCC(=O)O)cc1	-4.3%
O=C(COC(=O)CCCOc1ccccc1)NC1CCS(=O)(=O)C1 (configuration not stated)	-1.5%
O=C(Cn1ccc2cc(S(=O)(=O)N3CCCC3)ccc21)NCc1ccccc1Cl	-3.9%
COc1ccccc1CNC(=O)C1CCN(Cc2nc(-c3ccc(OC)c(OC)c3)oc2C)CC1	2.6%
O=c1c2cc(Br)ccc2nc(-c2cccc(Cl)c2)n1O	10.9%
COc1cccc(OCC(=O)Nc2nnc3n2CCS3)c1	-3.9%
CCCCN(C(=O)c1cccc(S(=O)(=O)N(C)c2ccc(C)cc2)c1)c1c(N)n(CCCC)c(=O)[nH]c1=O	3.0%
COc1ccc(C2C(=O)N(C3CCCCCC3)CC(=O)N2CCc2ccc(OC)c(OC)c2)cc1 (configuration not stated)	-22.1%
Cc1cc(C)c(NC(=O)c2cc(CN3CCOCC3)on2)c(C)c1	-0.3%
COc1ccc(Nc2nnc(-c3cc4cc(Cl)ccc4oc3=O)s2)cc1	2.4%
C[C@@H]1CN([C@@H](C)CO)C(=O)CCCn2nncc2CO[C@H]1CN(C)S(=O)(=O)c1ccc2c(c1)OCCCO2	11.1%
COc1ccc(Cl)cc1NC(=O)Cn1nnc(C(=O)NCc2cccs2)c1N	1.5%
O=C(NC(CCl)c1ccccc1)c1ccc(Cl)cc1 (configuration not stated)	7.6%
O=C1CC2(CCN(C(=O)c3ccccc3Cl)CC2)Oc2ccccc21	5.8%
COc1ccc(CCNC(=O)C2CCN(c3nc4ccccc4nc3C(F)(F)F)CC2)c(OC)c1	2.3%
Cc1ccccc1CNC(=O)CN1C(=O)c2ccccc2S1(=O)=O	1.2%
Cc1ccc(CNC(=O)C2CCN(S(=O)(=O)c3ccc(F)cc3)CC2)cc1	9.5%
O=[N+]([O-])c1cccnc1Sc1ccc(Br)cc1	-23.3%
O=C(CN1CCN(C(=O)c2ccco2)CC1)Nc1cccc([N+](=O)[O-])c1	-8.0%
O=C1c2ccc3c4c(ccc(c24)C(=O)N1c1ccc(O)cc1)C(=O)N(c1ccc(O)cc1)C3=O	-0.4%
CCOC(=O)c1ccc(NC(=O)C(CC)Sc2nc3ncccc3o2)cc1 (configuration not stated)	-9.6%
CCCCn1c(N)c(N(CCC(C)C)C(=O)c2ccc(C)c(S(=O)(=O)N3CCOCC3)c2)c(=O)[nH]c1=O	5.5%
Cc1ccc([C@H]2C[C@H](O)[C@@H](n3cc(COC(=O)c4ccccc4)nn3)CN2C(=O)c2cccs2)cc1	-6.8%
CN(C)c1nc2c(N)ncnc2n1[C@H]1O[C@@H](CO)[C@H](O)[C@@H]1O	1.0%
(cont.)
SMILES	aSyn yeast rescue
O=C(CN1CCN(S(=O)(=O)c2ccc3c(c2)OCCCO3)CC1)N1CCc2ccccc21	6.9%
CC(=O)Nc1ccc(S(=O)(=O)N(C)c2ccc(OCC(=O)OCC(=O)Nc3ccc(OC(F)F)cc3)cc2)cc1	4.6%
CN(C)S(=O)(=O)c1ccc(C(=O)OC2CCOC2=O)cc1 (configuration not stated)	9.4%
COc1cccc(CNC(=O)C2CCN(c3nnc(-n4c(C)ccc4C)s3)CC2)c1	-1.2%
CCC1(c2ccccc2)NC(=O)N(Cc2ccc(C(=O)OC)cc2)C1=O (configuration not stated)	0.0%
Cc1ccc(CCNC(=O)c2cc(C)nc3c2c(C)nn3-c2ccc(C)cc2)cc1	-3.6%
COC(=O)c1cccc(NC(=O)c2nsc3ccccc23)c1	-20.3%
Cc1ccc(Nc2cc(C)nc3nc(C)nn23)c(C)c1	5.4%
O=C(NCc1cccs1)C1CCCN1C(=O)Nc1ccccc1Cl (configuration not stated)	8.9%
CCN(CC(=O)NCCc1ccc(F)cc1)Cc1nc2ccccc2c(=O)[nH]1	-4.5%
CN1CCN(C2=C(NS(=O)(=O)c3cccs3)C(=O)c3ccccc3C2=O)CC1	-7.3%
COc1ccc(N2CCN(C(=O)Cn3cnc4nc5c(cc4c3=O)CCCC5)CC2)cc1	1.6%

In another format: four of the compounds above
CCC1(c2ccccc2)NC(=O)N(Cc2ccc(C(=O)OC)cc2)C1=O (configuration not stated)
  aSyn yeast rescue: 0.0%
Cc1ccc(CCNC(=O)c2cc(C)nc3c2c(C)nn3-c2ccc(C)cc2)cc1
  aSyn yeast rescue: -3.6%
COC(=O)c1cccc(NC(=O)c2nsc3ccccc23)c1
  aSyn yeast rescue: -20.3%
Cc1ccc(Nc2cc(C)nc3nc(C)nn23)c(C)c1
  aSyn yeast rescue: 5.4%

New compounds follow.
SMILES	aSyn yeast rescue
COc1cccc(-c2nn(C)c3sc(C(=O)NCCc4cccc(C)c4)cc23)c1	4.7%
COc1ccccc1NC(=O)N1CCCC1C(=O)NCc1cccs1 (configuration not stated)	-7.0%
CSCCC(NC(=O)c1ccccc1)C(=O)OCC(=O)c1ccc[nH]1 (configuration not stated)	-6.7%
CN(C)c1ccccc1C(=O)N1CCCC(C(=O)c2ccc3ccccc3c2)C1 (configuration not stated)	-9.8%
Cc1cn2c(=O)cc(COc3ccc(NC(=O)c4ccccc4C)cc3)nc2s1	-8.5%
COc1ccc(N(CC(=O)Nc2ccc3c(c2)OCCO3)S(=O)(=O)c2cccnc2)cc1	-19.7%
CCCOC(=O)c1c(NC(=O)c2nc3ncccn3n2)sc(C(N)=O)c1C	-4.6%
CCOC(=O)C1=C(CN2CCCCC2)NC(=O)NC1c1ccc(OC)cc1 (configuration not stated)	-18.5%
O=C1C(c2ccc(F)cc2)N(CCc2ccccc2)C(=O)CN1C1CCCCC1 (configuration not stated)	-11.6%
O=C(CCC1CCCC1)c1c(O)c2ccccc2oc1=O	3.4%
O=C(Nc1ccc2oc(-c3ccccc3F)nc2c1)c1ncn[nH]1	2.4%
COc1ccc(-c2nc3ccccc3o2)cc1OC	4.3%

Pulled by compound from the entries so far, 5 records:
SMILES	aSyn yeast rescue
O=C(Nc1ccc2oc(-c3ccccc3F)nc2c1)c1ncn[nH]1	2.4%
Cc1cn2c(=O)cc(COc3ccc(NC(=O)c4ccccc4C)cc3)nc2s1	-8.5%
COc1ccc(N(CC(=O)Nc2ccc3c(c2)OCCO3)S(=O)(=O)c2cccnc2)cc1	-19.7%
CN(C)c1ccccc1C(=O)N1CCCC(C(=O)c2ccc3ccccc3c2)C1 (configuration not stated)	-9.8%
COc1ccccc1NC(=O)N1CCCC1C(=O)NCc1cccs1 (configuration not stated)	-7.0%

(list continues)
SMILES	aSyn yeast rescue
Cc1cccc(S(=O)(=O)N(C)C[C@H]2OCc3cn(nn3)CCCC(=O)N([C@@H](C)CO)C[C@@H]2C)c1	7.6%
CCOc1ccc(NS(=O)(=O)c2cc(Br)cc3c2N(C(=O)C2CC2)CC3)cc1	3.6%
Cc1ccc(Cn2c(CNS(=O)(=O)c3ccc(Cl)s3)nc3cccnc32)cc1	-10.8%
CCOC(=O)c1ccc(S(=O)(=O)N2CCC(N3CCCCCC3)CC2)cc1	-2.1%
CCc1noc(C)c1C(=O)Nc1nc(-c2ccccc2)cs1	7.2%
Cc1noc(C)c1C(=O)OC(C)C(=O)c1c[nH]c2ccccc12 (configuration not stated)	14.5%
Cc1ccc(C)c(N2CCN(S(=O)(=O)c3ccc4c(c3)n(C)c(=O)c(=O)n4C)CC2)c1	-6.1%
COC(=O)c1ccc(CNC(=O)COC(=O)/C=C/c2cccc(OC)c2)cc1	-4.2%
COc1ccc(/C=C2\SC(=Nc3ccccc3Cl)NC2=O)c(OC)c1	2.0%
C[C@H](CO)N1C[C@H](C)[C@@H](CN(C)Cc2cccc(C(=O)O)c2)Oc2cc(Br)ccc2S1(=O)=O	-3.6%
Cc1ccc(S(=O)(=O)CC(=O)Nc2ccccn2)cc1	0.1%
Cc1c(C(=O)NCc2ccccc2Br)oc2ccc3c(c12)C(=O)CC(C)(C)O3	-5.3%
CCN(CC(=O)Nc1ccc(NC(C)=O)cc1)C(=O)C1CCC1	8.8%
COCCCNC(=O)c1ccc(Cn2c(=O)c3ccccc3n(CC(=O)NCCc3ccc(OC)c(OC)c3)c2=O)cc1	3.6%
COc1ccc(CNC(=O)c2ccc(Cl)c(NC3=NC4CS(=O)(=O)CC4S3)c2)cc1 (configuration not stated)	-6.5%
Fc1ccccc1NC(=S)Nc1cccnc1	10.9%
Cc1ccc(NC(=O)CSc2ccc(Br)cc2)cc1S(=O)(=O)N1CCOCC1	-11.4%
CCOC(=O)c1cc(-c2ccc(OC)cc2)n(CCC(=O)Nc2cccc(C)c2C)c1C	5.0%
COc1ccc(CN(Cc2ccco2)c2cnc(S(C)(=O)=O)nc2C(=O)Nc2ccc(C)c(C)c2)cc1	-7.3%
COC(=O)c1cc(C)nc2c1c(=O)nc(SCc1ccccc1C)n2C1CC1	4.0%
Cc1ccc(/C=N/OC(=O)c2nn(C)cc2Cl)cc1	-0.2%
COc1ccc(NC(=O)CC2C(=O)N(c3ccccc3)C(=O)N2CCC2=CCCCC2)cc1 (configuration not stated)	9.3%
O=C(N/N=C/c1ccc(OC(=O)c2ccc(Br)cc2)cc1)c1ccncc1	-5.5%
Fc1ccc(-n2ncc3c(NCCCn4ccnc4)ncnc32)cc1	-7.3%
Cn1c(=O)c2c(SCC(=O)N3CCc4ccccc43)nc(-c3ccccc3Cl)nc2n(C)c1=O	2.8%
Fc1ccc(-c2csc(N3CCOCC3)n2)cc1	-11.8%
Cc1cc(N/N=C/c2ccncc2)c([N+](=O)[O-])cc1[N+](=O)[O-]	-12.1%
CCOC(=O)c1c(NC(=O)c2ccc(C)cc2)sc2c1CCCCC2	10.0%
Cc1ccc(-n2c(=O)c3c(cnn3C)n(CC(=O)Nc3cccc(C)c3)c2=O)cc1	-2.4%
CCc1cccc(NC(=O)C(Cc2ccccc2)n2cccc2)c1 (configuration not stated)	-5.0%
